# MEKK3 PB1 HTS – modulators (inhibitors or enhancers) of MEK5 binding to human MEKK3 PB1 domain; binding response (% of control), % at 10 µM; actives 1.4% (n = 290,000); AID 1529; bead-based flow cytometry, Alexa488-MEK5 binding to MEKK3; actives lie on both sides; 0 = blocked by unlabeled MEK5, 100 = vehicle;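 active = binding response more than 3 SD above or below the average of its plate-row segment, actives on both sides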;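 note: Alexa488 bead fluorescence after subtracting the streptavidin-only scavenger bead signal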
# Target sequence (Q99759 whole entry, looked up, the tested form may be a part): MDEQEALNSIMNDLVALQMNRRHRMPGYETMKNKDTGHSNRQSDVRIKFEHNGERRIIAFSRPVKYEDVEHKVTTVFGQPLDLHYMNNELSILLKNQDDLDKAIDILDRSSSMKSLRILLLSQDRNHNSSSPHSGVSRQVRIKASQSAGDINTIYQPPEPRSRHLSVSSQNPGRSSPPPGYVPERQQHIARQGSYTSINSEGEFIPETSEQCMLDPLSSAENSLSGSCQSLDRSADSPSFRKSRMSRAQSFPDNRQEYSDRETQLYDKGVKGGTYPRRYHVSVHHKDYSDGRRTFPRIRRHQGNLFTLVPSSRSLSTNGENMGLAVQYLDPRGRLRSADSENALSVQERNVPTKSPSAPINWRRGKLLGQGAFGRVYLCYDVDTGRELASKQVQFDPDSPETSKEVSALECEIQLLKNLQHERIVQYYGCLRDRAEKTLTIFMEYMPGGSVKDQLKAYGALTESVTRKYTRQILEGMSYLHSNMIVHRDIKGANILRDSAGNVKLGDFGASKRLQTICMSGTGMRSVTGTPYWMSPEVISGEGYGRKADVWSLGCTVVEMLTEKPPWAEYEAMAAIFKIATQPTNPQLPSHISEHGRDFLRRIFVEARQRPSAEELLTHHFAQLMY
# PHOSPHO1 block – blocks human PHOSPHO1 phosphatase activity | Q8TCT1 | recombinant PHOSPHO1, absorbance phosphatase assay | inhibition, % at 13.3 µM | actives 1.1% (n = 290,000) | AID 1565; in the data active = inhibition above about 60%
# FID counter – counter-screen for HCV NS3 helicase inhibitors: DNA intercalator displacement | DNA fluorescent intercalator displacement, fluorescence | inhibition, % at 7.9 µM | actives 0.17% (n = 290,000) | AID 1845; in the data active = inhibition above about 37%;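 note: 0% = vehicle and 100% = reference compound; higher means more ethidium bromide displaced from hairpin DNA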
# NALP1 inh – NALP1 inhibition | actives 0.61% (n = 280,000) | S. cerevisiae NALP1/ASC/caspase-1 growth, X-gal OD620, 72 h | inhibition, % at 10 µM; in the data active = inhibition mostly above about 24%, no sharp cut-off; inactive = mostly below about 32%; note: some compounds called inactive have numbers as strong as hits
# MEKK2 mut-MEK5 – signal of MEK5 binding to mutant human MEKK2 PB1 domain | percent response, % at 10 µM | bead flow cytometry, Alexa488-MEK5 binding to MEKK2 mutant | actives 0.35% (n = 290,000); in the data active = percent response above about 24%, passing the limit was not always enough; note: inactives centre near 1; some results filed as inactive read as strong as hits; reference of the scale not given here
# OXTR ag – activates the human oxytocin receptor. CHO-OTR cells, Fluo-8 calcium fluorescence; normalized: DMSO 0%, oxytocin 100%. activation, % at 3 µM. actives 0.32% (n = 320,000);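 active = activation above the mean of all tested compounds plus 3 SD, cutoff set per screening run, cut at about 20% in these data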;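 note: peak over basal fluorescence ratio from a 100 s FLIPR kinetic read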
# Target sequence (P30559 whole entry, looked up): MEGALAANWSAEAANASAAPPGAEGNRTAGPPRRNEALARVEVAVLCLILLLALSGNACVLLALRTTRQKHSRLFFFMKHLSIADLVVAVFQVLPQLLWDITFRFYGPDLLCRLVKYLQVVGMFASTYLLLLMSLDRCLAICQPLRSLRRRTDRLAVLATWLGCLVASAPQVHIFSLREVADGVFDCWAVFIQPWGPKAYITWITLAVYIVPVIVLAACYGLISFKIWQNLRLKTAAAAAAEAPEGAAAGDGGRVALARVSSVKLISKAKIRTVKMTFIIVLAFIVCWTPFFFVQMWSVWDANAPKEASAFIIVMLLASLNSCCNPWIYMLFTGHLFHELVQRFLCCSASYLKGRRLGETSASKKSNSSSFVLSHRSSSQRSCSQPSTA
# PfM18AAP inh – PfM18AAP enzyme inhibition; recombinant PfM18AAP, H-Glu-NHMec fluorogenic cleavage; inhibition, % at 7.35 µM; actives 1.2% (n = 290,000);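 active = inhibition above the campaign mean inhibition over all tested compounds plus 3 SD, cut at about 28% in these data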;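 note: 0% = plate median of test compound wells and 100% = 2 mM ZnCl2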
# MEKK2 WT-MEK5 – raises or lowers MEK5 binding to wildtype human MEKK2 PB1 domain; bead flow cytometry, Alexa488-MEK5 binding to MEKK2 WT; actives lie on both sides; actives 1.1% (n = 290,000); binding response (% of control), % at 10 µM; in the data active = binding response below about 67% or above about 130%
# GPR7 antag – blocks human GPR7 receptor signaling; actives 1.1% (n = 290,000); P48145; GPR7-expressing cells, fluorescence antagonist assay; inhibition, % at 4.4 µM; in the data active = inhibition above about 16%, passing the limit was not always enough;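 note: cells stimulated with the agonist NPW; 0% = agonist with vehicle and 100% = vehicle without agonist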
# An asterisk follows results filed as active; . = no result given. Outcome played no part in choosing rows, and some 6.2% of all compounds hit somewhere here.
SMILES,MEKK3 PB1 HTS,PHOSPHO1 block,FID counter,NALP1 inh,MEKK2 mut-MEK5,OXTR ag,PfM18AAP inh,MEKK2 WT-MEK5,GPR7 antag
CCS(=O)(=O)c1ccc2c(c1)N(S(C)(=O)=O)CC(C(=O)NCCOC)O2 (configuration not stated),111,-32,0,0,5,0.7,1,110,-12
CCOc1ccccc1CNC(=O)c1cc2oc3ccccc3c2n1C,103,-43,-6,7,-4,4.1,-7,101,8
CCOCCc1nnc(NC(=O)c2cccs2)s1,106,-1,-1,6,2,-0.4,7,106,1
N=c1c2c3c(sc2ncn1N)CCCC3,103,25,-2,-16,-6,-0.2,3,90,-2
CNC(=O)c1c[nH]n2c(=O)c(Cc3ccccc3F)c(C)nc12,112,-9,-7,2,6,0.7,3,112,7
Cc1cc(Nc2cccc(Cl)c2)c2ccccc2n1,102,.,8,15,8,2.3,4,110,-7
CCN(Cc1ccccc1)C(=O)c1nn(-c2ccc(OC)cc2)c(=O)c2c1c1ccccc1n2C,102,-7,-1,1,-4,-1.9,-1,91,2
Cc1ccc(N2C(=O)[C@@H]3[C@H](C2=O)C2c4ccccc4C=NN2[C@@H]3C(=O)c2ccc(Cl)cc2)cc1 (some centres not stated),88,5,-4,37,-1,4.6,-9,90,-2
COCCN(C(=O)c1csnn1)C(C(=O)NC1CCCC1)c1ccc(C)cc1 (configuration not stated),101,13,-20,0,0,-0.2,-3,101,-13
CSC(=O)NC(=O)NC(=O)c1ccc([N+](=O)[O-])cc1,98,16,2,14,-4,1.0,-3,98,-4
COc1ccc(OC)c(NC(=O)C23CCC(C)(C(=O)O2)C3(C)C)c1 (configuration not stated),102,5,-9,22,3,-2.3,9,102,-18
COc1ccc(C(NCC(=O)Nc2c(C)cccc2C)c2ccccc2)cc1 (configuration not stated),100,31,-15,-40,2,2.0,1,103,-4
O=C(CSc1ncn[nH]1)NC1CCCc2ccccc21 (configuration not stated),107,-10,9,1,-2,0.1,17,103,-1
C=CCNC(=O)c1ccccc1SCc1c(C)noc1C,101,-15,-4,-3,4,0.8,-1,104,-11
COc1ccc(-n2ccnc2SCC(=O)Nc2cc(C)on2)cc1,102,3,-10,6,0,-0.4,1,102,13
CN(C)CCCNc1ccc(S(N)(=O)=O)cc1[N+](=O)[O-],96,-8,-1,3,-2,-0.1,-6,99,-7
CC(C)(CN1CCc2ccccc2C1)NS(=O)(=O)c1ccc(Cl)cc1,97,20,-4,7,-11,-1.1,3,93,-4
CN(C(=O)COc1nnc(-c2cccs2)c(-c2cccs2)n1)c1ccccc1,104,-7,-35,0,4,-1.4,-4,107,2
CCOc1ccccc1/C=N/NC(=O)c1nnn(-c2nonc2N)c1CN1CCC(C)CC1,100,20,-8,0,-4,-0.4,3,97,-13
CC1(C)CC(=O)CC(C)(C)N1OC(=O)c1ccco1,107,-12,0,10,6,1.0,-1,115,-12
Cc1nn(C(=O)CCC(=O)NCCc2ccccc2)c2ccccc12,100,19,-20,28,1,1.1,-10,98,-6
Cc1ccc(N2CCN(S(=O)(=O)N(C)C)CC2)cc1Cl,110,-18,-7,15,6,4.8,-2,111,-13
COc1ccc(CCNC(=O)c2cc(CC(C)C)on2)cc1OC,107,13,-24,9,10,0.2,0,108,-11
CC(C)(C)C(=O)NNC(=O)c1cnccn1,102,10,-1,.,7,-0.1,-13,104,-5
CCOC(=O)n1c(=O)n(Cc2cccc(F)c2)c2ccccc21,78,8,-22,3,-18,-2.6,-15,88,-6

# Grouped by structure, the entries above with a furan ring, fused or not.
SMILES,MEKK3 PB1 HTS,PHOSPHO1 block,FID counter,NALP1 inh,MEKK2 mut-MEK5,OXTR ag,PfM18AAP inh,MEKK2 WT-MEK5,GPR7 antag
CCOc1ccccc1CNC(=O)c1cc2oc3ccccc3c2n1C,103,-43,-6,7,-4,4.1,-7,101,8
CC1(C)CC(=O)CC(C)(C)N1OC(=O)c1ccco1,107,-12,0,10,6,1.0,-1,115,-12

# (listing goes on)
SMILES,MEKK3 PB1 HTS,PHOSPHO1 block,FID counter,NALP1 inh,MEKK2 mut-MEK5,OXTR ag,PfM18AAP inh,MEKK2 WT-MEK5,GPR7 antag
CCn1c2ccccc2c2cc(NC(=O)C(=O)N3CCOCC3)ccc21,103,32,-15,-6,-6,0.0,9,95,-6
CCOC(=O)c1cc2c(C)n(-c3ccc(OCC)cc3)c(C)c2cc(C(=O)OCC)c1=O,108,4,-19,23,0,-2.2,4,101,-12
O=C1CC(c2cccc(Cl)c2)CC(O)=C1C=Nc1ccccc1 (configuration not stated),93,-21,-9,40,1,-2.3,4,96,6
COc1ccccc1NC(=O)NCC(=O)Nc1c(C)cccc1C,91,36,-3,-16,-7,0.8,-8,89,-6
O=C(NC(NC(=S)Nc1c(Cl)cc(Cl)cc1Cl)C(Cl)(Cl)Cl)OCc1ccccc1 (configuration not stated),109,0,3,20,5,0.8,-11,134,-4
CCCC1C(C#N)=C(N)Oc2cc(C)n(C)c(=O)c21 (configuration not stated),102,-7,1,7,1,-1.0,1,103,-1
COc1ccc(-c2cc(C(=O)Nc3ccc(C(N)=O)cc3)c3ccccc3n2)cc1,96,30,-20,25,-5,3.2,3,94,-7
O=C(CCCN1C(=O)/C(=C/c2ccccc2)SC1=S)NCCCn1ccnc1,99,28,18,-3,1,5.9,-10,97,-2
O=C(COc1ccc2ccccc2c1)NNC(=O)[C@@H]1CCCC[C@@H]1C(=O)O,.,10,-5,6,.,0.7,-1,.,-14
COc1ccc(Oc2ccccc2C#N)cc1,102,15,-2,8,-5,-3.6,-1,98,-9
COc1ccc(COC(=O)NNC(=O)c2ccccc2Cl)cc1,107,2,-6,0,13,0.5,4,109,2
CC1CCC/C(=N/Nc2ccc([N+](=O)[O-])cc2[N+](=O)[O-])C1 (configuration not stated),102,16,1,14,4,0.3,13,96,-9
Cc1cccc(C)c1NC(=S)NC(=O)c1ccc(Br)o1,104,34,-11,10,0,-2.1,2,97,0
Cc1cccc(CN2CCCC(C(=O)N3CCc4ccccc4C3)C2)c1 (configuration not stated),102,9,12,18,4,-1.1,7,104,6
O=C(NC(=S)Nc1ccc(S(=O)(=O)N2CCCCC2)cc1)c1cccs1,87,13,-8,21,-4,1.4,2,85,-5
COc1ccccc1NC(=O)CSc1nnc(-c2ccoc2C)n1CCc1ccccc1,103,17,-33,9,2,-0.3,-2,104,19
COc1cccc(N2CCN(C(=O)CNC(=O)c3sc4ccccc4c3Cl)CC2)c1,100,31,-33,20,3,-0.8,7,111,-23
CN(C(=O)COc1ccc(C(C)(C)C)cc1)C1CCS(=O)(=O)C1 (configuration not stated),99,-14,-9,22,-6,1.5,0,97,-8
CCN(CC)CCN1C(=O)c2oc3ccccc3c(=O)c2C1c1ccc(C)cc1 (configuration not stated),99,7,8,12,4,1.4,-8,103,3
COc1ccc(C/C(N)=N/OC(=O)Cc2ccc(OC)c(OC)c2)cc1,107,42,-18,16,5,3.4,1,104,-4
CCN1CCN(c2cc(C)c3cc(NC(=O)c4ccc(OC)c(OC)c4)ccc3n2)CC1,105,0,3,9,30*,-0.7,4,130,-8
CN=C(Nc1cc(C)nn1CCC#N)c1ccccc1,100,-7,0,-2,4,0.4,0,104,-3
CSc1nc(N)c(NC(=O)c2ccc(Br)o2)c(=O)[nH]1,105,66*,-3,6,10,0.5,2,109,3
O=C(Nc1ncc2c(n1)-c1ccccc1CC2)C1CC1,116,20,-2,1,3,-1.8,3,108,-2
Clc1ccc(-c2cccs2)nn1,99,42,4,-11,-6,0.4,-2,92,-11

# Look-ups from the results shown:
# For MEKK3 PB1 HTS, Cc1cccc(CN2CCCC(C(=O)N3CCc4ccccc4C3)C2)c1 (configuration not stated) is entered as 102
# For OXTR ag, COc1ccc(-n2ccnc2SCC(=O)Nc2cc(C)on2)cc1 is entered as -0.4
# For MEKK3 PB1 HTS, CCOC(=O)c1cc2c(C)n(-c3ccc(OCC)cc3)c(C)c2cc(C(=O)OCC)c1=O is entered as 108
# For MEKK3 PB1 HTS, CCOC(=O)n1c(=O)n(Cc2cccc(F)c2)c2ccccc21 is entered as 78
# For MEKK3 PB1 HTS, Cc1nn(C(=O)CCC(=O)NCCc2ccccc2)c2ccccc12 is entered as 100

# Additional entries:
SMILES,MEKK3 PB1 HTS,PHOSPHO1 block,FID counter,NALP1 inh,MEKK2 mut-MEK5,OXTR ag,PfM18AAP inh,MEKK2 WT-MEK5,GPR7 antag
CCOc1ccccc1C1C(C#N)=C(N)Oc2cc(C)n(Cc3ccccn3)c(=O)c21 (configuration not stated),97,-15,-16,-7,-3,1.2,-13,94,-6
COc1ccccc1CNS(=O)(=O)c1ccc(NC(C)=O)cc1,102,0,1,-24,10,7.9,-3,103,-9
COc1ccc(-c2nn(C)c3sc(C(=O)N4CCOCC4)cc23)cc1OC,98,-18,-17,8,1,-0.8,3,103,-3
Cc1cc(NS(=O)(=O)c2ccc(NC(=S)NC(=O)c3ccccc3)cc2)no1,99,-12,-29,15,-2,1.1,-1,95,-5
CC(C)C(C)NC(=O)COC(=O)c1cccc(C(=O)OCC(=O)NC(C)C(C)C)n1 (configuration not stated),98,20,1,-6,-10,0.8,-3,87,-3
COc1ccc(-c2nc(CS(=O)CC(=O)NC3CCCCC3)c(C)o2)cc1OC (configuration not stated),103,13,-47,19,3,-0.8,-15,103,0
COC(=O)[C@@H](NC(=O)N1CCN(C(=O)C2COc3ccccc3O2)CC1)C(C)C (some centres not stated),100,27,-27,2,0,-0.7,-2,99,-7
O=C1C(=O)N(c2ccccn2)C(c2ccc(Br)cc2)/C1=C(/O)c1ccc(Br)cc1 (configuration not stated),97,19,-38,-1,1,.,4,97,-15
CCOC(=O)C1(Cc2cccc(OC)c2)CCCN(S(=O)(=O)CC)C1 (configuration not stated),102,36,-27,5,1,0.5,-5,103,27*
COc1ccc(-c2cn3nc(SCC(=O)NCC4CCCO4)ccc3n2)cc1 (configuration not stated),94,44,-8,5,-1,-1.1,6,94,-20
CCOC(=O)CN1CCS(=O)(=O)CC1,106,34,0,-8,2,1.1,4,103,-1
COC(=O)c1nn(C23CC4CC(CC(C4)C2)C3)c2c1C(=O)N(c1ccc(Br)cc1)C2=O,98,35,-27,-22,5,0.5,-2,97,4
COc1ccc(CC2(CO)CCN(C/C=C/c3ccccc3OC)CC2)cc1,100,3,17,-20,-9,5.8,2,115,2
O=C(N/N=C/c1ccccc1[N+](=O)[O-])C(=O)N1CCCC1,92,5,1,0,-4,-0.5,2,89,8
Cc1ccc(CCNC(=O)C2CC(c3ccccc3C(F)(F)F)=NO2)cc1 (configuration not stated),88,31,.,.,4,0.7,.,86,.
CC(=O)CC1=NC(C)(C)Cc2ccccc21,102,-12,-3,10,-2,-0.1,-5,102,-8
Cc1ccccc1C(=O)Nc1ccc2c(C#N)c3nc4ccccc4nc3n2c1,90,-10,-1,30,-2,2.0,1,70,-1
O=C(Nc1nc(-c2ccccc2)cs1)C1CCCCN1S(=O)(=O)c1ccccc1 (configuration not stated),98,-31,-16,5,0,-1.4,1,95,-12
COc1ccc2ccccc2c1/C=N/NC(=O)c1cccc(Br)c1,99,0,-2,24,-2,-1.7,3,96,-5
Cc1ccc2cc(NC(=O)c3cccc(F)c3)ccc2n1,102,17,-1,.,1,-0.2,-18,99,-3
COC(=O)C1=C(C)N(c2ccc(Cl)cc2)/C(=C/c2cccs2)C1=O,84,-2,-2,18,-1,-1.0,-3,94,-2
Cc1ccc(-c2cc(C(=O)N3CCN(C(=O)c4ccco4)CC3)no2)cc1,100,18,-29,20,0,-0.5,-4,97,5
Cc1ccc(-c2nc(SCC(=O)NCC3CCCO3)c(-c3ccccc3)[nH]2)cc1 (configuration not stated),105,-14,-19,24,10,-2.7,0,97,-20
O=C(/C=C/c1ccccc1)Nc1cc(NC(=O)/C=C/c2ccccc2)cc(C(=O)O)c1,103,25,-18,9,4,.,3,102,-14
CCOc1cc(/C=N/NC(=S)Nc2ccccc2C(F)(F)F)ccc1OCC(=O)N1CCOCC1,89,-5,-27,9,-4,1.1,10,88,-1
CN1CCN(C(=O)C2CCN(S(=O)(=O)c3ccc4c(c3)oc(=O)n4C)CC2)CC1,100,-53,4,24,3,1.6,8,103,1
